M17LAP inhibition: P. falciparum M17LAP inhibitors, primary screen, biochemical, fluorogenic H-Leu-NHMec substrate, 1536-well (AID 1619). recombinant M17LAP, H-Leu-NHMec fluorogenic kinetic assay; higher % means a stronger effect. inhibition, % at 30 µM; hits with a dose series show IC50 in µM. 220,000 compounds, 0.38% hits;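 active = compound inhibiting the enzyme by more than half at any dose during confirmatory dose-response retesting; inconclusive = strong single-dose inhibitors picked by rank but not retested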;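 note: plate controls were full reaction with DMSO carrier for no effect and no enzyme background for full effect; strong numbers were not always called active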
CSM14.1 death rescue: protection against thapsigargin-triggered cell killing – 384-well, CSM14.1, ATP luminescence, primary screen (AID 1222). CSM14.1 thapsigargin-induced death rescue, ATP luminescence; higher % means a stronger effect. cellular ATP content (survival), % at 20 µM, or EC50 in µM where a hit was titrated. 190,000 tested, under 10 active;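 active = EC50 below 50 µM in the dose-response confirmation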;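 note: death triggered by thapsigargin at about 15 µM added after 2 h compound pretreatment; cell ATP read after overnight thapsigargin exposure of roughly 18 to 22 hours; normalized against plate controls of thapsigargin alone and 5% DMSO vehicle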
Yfh1-depleted yeast: mitochondrial function rescue without frataxin homolog – Friedreich's ataxia, plus single-dose screen, dose response (AID 1465); S. cerevisiae Yfh1-off respiration, WST-1 reduction, 72 h; higher fold induction means a stronger effect; one-dose fold induction at 50 µM; EC50 in µM for titrated hits; 220,000 compounds, 0.074% hits;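 active = fold induction of absorbance versus untreated yeast above a set limit, then at least 30% activation at any dose in follow-up; inconclusive = repeats straddling the limit, or above it without dose testing; inactive = fold induction below the set limit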;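 note: activators that raise dye reduction in frataxin-depleted yeast; strong numbers were not always called active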
XIAP antagonists: XIAP antagonists, biochemical, IAP family, fluorescence polarization (AID 1018); XIAP BIR domain, fluorescence polarization peptide displacement; higher % means a stronger effect; displacement, % at 20 µM, or IC50 in µM where a hit was titrated; 200,000 compounds, 0.007% hits; in the data active = displacement above about 50%; note: a part of the inactive calls stands beside numbers as strong as those of hits
West Nile virus CPE: West Nile virus antiviral activity, cell-based, CPE readout (AID 1621). one-dose CPE inhibition, % at 10 µM; IC50 in µM for titrated hits. 290,000 compounds, 0.02% hits. West Nile virus-infected cells, CPE inhibition; higher % means a stronger effect; in the data active = a potency from the dose series; inconclusive = CPE inhibition mostly from about 3.7% at the one dose, without a potency; inactive = the rest, 99 in 100 with CPE inhibition below about 2.2%; note: strong numbers were not always called active
Salmonella PhoP GFP: PhoP-dependent GFP reporter repression – Salmonella Typhimurium, primary screen (AID 1863) | inhibition, % at 50 µM, or IC50 in µM where a hit was titrated | 300,000 compounds, 0.16% hits | S. Typhimurium PhoP-regulated promoter GFP reporter, 4 h; higher % means a stronger effect;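 active = inhibition over 29.93%, a cutoff 3 SD above the screen mean, later confirmed by dose response; inconclusive = inhibition over 29.93% but no dose response follow-up; inactive = inhibition at most 29.93% or unconfirmed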;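 note: 0% = low Mg2+ inducing control and 100% = high Mg2+ repressing control; strong numbers were not always called active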
PMI inhibition: human PMI inhibitors, high substrate, primary screen, biochemical, fluorescence intensity, high mannose 6-phosphate (AID 1220); recombinant PMI enzyme, coupled fluorescence intensity; higher % means a stronger effect; inhibition, % at 20 µM; hits with a dose series show IC50 in µM; 190,000 compounds, 0.66% hits; in the data active = inhibition above about 50%
M1AAP inhibition: malaria alanyl aminopeptidase activity blockers – biochemical, fluorogenic H-Leu-NHMec substrate, 1536-well (AID 1445); recombinant M1AAP, H-Leu-NHMec fluorogenic kinetic assay; higher % means a stronger effect; one-dose inhibition, % at 30 µM; IC50 in µM for titrated hits; 220,000 compounds, 0.42% hits;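 active = primary inhibition above the hit cutoff, then over 50% inhibition at one or more dose response concentrations, cut at about 23% in these data, passing the limit was not always enough; inconclusive = conflicting primary data, or primary hits not chosen for dose response; inactive = low primary inhibition, or under 50% at every dose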;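 note: plate controls were DMSO full reaction for no effect and no enzyme background for full effect; strong numbers were not always called active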
SIAH1 antagonists: blockers of Siah-1 interaction with plectin peptide – biochemical, fluorescence polarization, rhodamine-plectin, uHTS, primary screen (AID 1817); displacement, % at 20 µM, or IC50 in µM where a hit was titrated; 290,000 compounds, 0.02% hits; Siah-1 / rhodamine-plectin peptide fluorescence polarization; higher % means a stronger effect;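 active = displacement of at least 50% at 20 µM, with a fluorescence ratio check between 0.3 and a set limit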;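 note: plate controls were Siah plus tracer with DMSO for no effect and tracer alone without Siah for full effect; strong numbers were not always called active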
Numbers without * were called inactive; i = inactive; ? = inconclusive; . = no result given.

canonical_smiles | M17LAP inhibition | CSM14.1 death rescue | Yfh1-depleted yeast | XIAP antagonists | West Nile virus CPE | Salmonella PhoP GFP | PMI inhibition | M1AAP inhibition | SIAH1 antagonists
Cc1ccc(N2C(=O)C3CC(c4ccccc4)=C4C5C=CC(C6C(=O)N(c7ccc(C)cc7)C(=O)C56)C4C3C2=O)cc1 (stereo unspecified) | 1% | -2.6% | i | -6.9% | -0.3% | 5% | 18% | 10% | 10%
COc1ccc(Nc2cc(C)nc(-n3nc(C)cc3C)n2)cc1 | 10% | -1.9% | i | -0.9% | -0.8% | -7% | 12% | 0% | -1%
CCOC(=O)C1CCCN(c2ncnc3c2[nH]c2cccc(OC)c23)C1 (stereo unspecified) | -207% | -0.6% | i | -1.9% | 0.1% | -1% | 0% | 13% | -3%
COc1cc(/C=N/Nc2ncnc3sc4c(c23)CCC4)ccc1O | -9% | -3.6% | i | -5.8% | ? | 3% | -4% | 5% | -4%
NS(=O)(=O)c1ccc(CCNC(=O)C2CCCCN2S(=O)(=O)c2ccccc2)cc1 (stereo unspecified) | -5% | 0.5% | i | -5.4% | -0.1% | -8% | 6% | 8% | -3%
COc1ccc(C2(C(=O)O)CCCC2)cc1 | 17% | -3.0% | i | -25% | 0.6% | -4% | 6% | 5% | 0%
Cc1ccc(S(=O)(=O)Oc2ccc(C(c3c(C)[nH][nH]c3=O)c3c(C)[nH][nH]c3=O)cc2)cc1 | 35% | 2.8% | i | -8.3% | 1.7% | 6% | 10% | 2% | -5%
Cc1nc2nc[nH]n2c(=O)c1NS(=O)(=O)c1ccc([N+](=O)[O-])cc1 | 3% | -0.7% | i | -3.1% | 0.9% | -12% | -1% | 4% | 0%
COc1ccccc1NC(=O)C1=C(C)NC(=O)NC1c1cccs1 (stereo unspecified) | 13% | -0.4% | i | 2.2% | 0.7% | -7% | -7% | 14% | 10%
Cc1cc(C)cc(NS(=O)(=O)c2ccc3c(c2)c(=O)n(C)c(=O)n3C)c1 | 6% | -1.0% | i | -6.2% | ? | -3% | 0% | 4% | 4%
Cc1[nH]nc2c1C(c1ccccc1F)CC(=O)N2 (stereo unspecified) | 8% | -0.2% | i | -6.8% | -0.1% | 9% | 0% | -4% | -2%
Cc1cccc(Nc2n[nH]c(C)c2[N+](=O)[O-])c1 | 6% | -2.8% | i | -5.3% | -0.1% | 0% | 0% | 11% | -7%
c1c(C2CCCCC2)n[nH]c1CN1CCCCC1 | -18% | -2.6% | i | . | -0.7% | 0% | 1% | 7% | 4%
CCOC(=O)c1c(NC(=O)CSc2nncs2)sc(C)c1C | 19% | 1.7% | i | -8.0% | -0.2% | 4% | -8% | -7% | 2%
C=CC12C=CC=CN1C(C(=O)OC)=C(C(=O)OC)C(C(=O)OC)=C2C(=O)OC (stereo unspecified) | 9% | -0.3% | i | -10% | -0.7% | -1% | 3% | 0% | 2%
O=C(C[n+]1cn(C(F)F)c2ccccc21)c1ccc(OC(F)F)cc1 | 6% | -0.9% | i | -8.5% | 0.2% | -8% | -6% | 9% | 5%
COc1ccccc1NC(=O)c1cc(C(=O)O)ccc1C(=O)O | -7% | -0.9% | i | -0.1% | 0.2% | -1% | 13% | -2% | 0%
O=C(NNC(=O)C1CCN(Cc2cccc(F)c2)CC1)c1cccc(Cl)c1 | -2% | -2.2% | i | -1.8% | -0.2% | -15% | 13% | 5% | -9%
CCOc1ccc(C2/C(=C(\O)c3c(C)[nH]c(C(=O)OC)c3C)C(=O)C(=O)N2CCN(C)C)cc1 (stereo unspecified) | 7% | 0.8% | i | -4.4% | 0.3% | 0% | -8% | 4% | 6%
CCn1cc(C(=O)N(CCCN2CCOCC2)Cc2ccco2)c(=O)c2ccc(C)nc21 | 17% | . | i | -5.5% | -0.2% | -5% | 1% | 6% | 2%
CCc1cccc(CC)c1NC(=S)NC(C)c1ccccc1 (stereo unspecified) | 7% | 8.3% | i | -3.3% | -2.3% | -2% | 3% | 4% | 5%
COc1ccc(Nc2cc(C(=O)NCCCN3CCOCC3)c3ccccc3n2)c(OC)c1 | 0% | 0.4% | i | -2.3% | 0.3% | -8% | 2% | 7% | 4%
CC[n+]1c(C)sc2c(C)cc(C)cc21 | -7% | -1.4% | i | . | -0.1% | -8% | . | 14% | -2%
Fc1ccccc1C1c2[nH]c3ccccc3c2CCN1CCCn1cccn1 (stereo unspecified) | 0% | -0.7% | i | -7.8% | -0.8% | -4% | 10% | 9% | -10%
CCOC(=O)c1ccc(Nc2cc(C)nc(N3CCOCC3)n2)cc1 | -1% | -0.8% | i | 0.7% | -0.3% | 6% | 7% | 0% | 1%
Cc1cc(C)nc(SCC(=O)c2c(N)n(C)c(=O)n(C)c2=O)n1 | -10% | -0.1% | . | -2.2% | . | 0% | 5% | 8% | 2%
O=C(NCCCO)c1nnc(Cc2c(F)cccc2Cl)o1 | 6% | -2.2% | i | -3.9% | 0.5% | 14% | -11% | -6% | -1%
CCN(Cc1ccccc1)c1ccc(/C=N/NC(=S)NC(C)C)cc1 | -1% | 0.1% | i | -9.4% | -0.3% | -3% | -13% | 10% | 3%
CSCCNC(=O)c1ccc(C(C)(C)C)cc1 | 6% | -8.4% | i | -4.7% | 0.4% | -2% | 1% | 16% | -3%
C=CCOC(=O)C1=C(C)OC(N)=C(C#N)C1c1ccoc1 (stereo unspecified) | -11% | . | i | -0.3% | 0.6% | -12% | -4% | 5% | 2%
C=CCNC(=S)NNC(=O)c1cccn(Cc2ccc(Cl)cc2)c1=O | -9% | -1.0% | i | -2.1% | -0.7% | 30% | -4% | 14% | 3%
Cc1nnc(C)c2c(C)n(-c3ccc(Br)cc3)c(C)c12 | 0% | . | i | -3.5% | -0.1% | 4% | 4% | -3% | 2%
O=C(NCCc1c[nH]c2ccccc12)c1cc(S(=O)(=O)N2CCCCC2)ccc1N1CCOCC1 | 4% | 1.6% | i | -22% | 0.0% | -10% | 17% | 5% | 1%
CCN(CC)S(=O)(=O)c1ccc(NS(=O)(=O)c2cccs2)cc1 | 11% | -2.0% | . | -14% | . | -5% | -5% | -1% | 2%
O=S(=O)(c1ccc(N2CCC(c3ccc(Cl)cc3)=N2)cc1)N(CCO)CCO | -84% | -0.1% | i | -5.2% | 0.2% | -4% | -12% | 15% | -2%
COc1ccc2c(c1)cc1n2CCN=C1NN | -20% | -1.1% | i | -5.0% | 0.1% | 17% | -24% | 9% | 1%
CCN1CCc2nc(NC(=O)c3cc(F)c(F)cc3Cl)sc2C1 | 0% | 1.8% | i | -3.7% | 0.0% | -10% | 2% | -6% | 2%
CC(Oc1ccccc1Cl)C(=O)N1CCOCC1 (stereo unspecified) | -1% | -1.5% | i | -0.5% | -0.1% | -1% | 3% | -2% | -3%
Cn1nnnc1SCC(=O)N1CCN(c2ccc(Cl)cc2)CC1 | 9% | -3.2% | . | -1.6% | . | -7% | -11% | 4% | 0%
CCOC(=O)N1CCN(CCC(=O)Nc2ccccc2OC)CC1 | 7% | 1.2% | i | -6.4% | 0.4% | -1% | 3% | 2% | 10%
CN(C)C=NC(=O)c1cc(C(=O)c2ccc(F)cc2)c[nH]1 | 6% | -0.1% | i | -5.1% | -0.1% | 10% | -10% | 8% | 1%
COC(=O)c1cc2ccc(OC)c(OC)c2c(=O)s1 | 2% | -3.2% | i | -6.0% | 0.5% | 11% | 14% | 5% | 6%
Cc1ccc(C2CC(=O)NC(SCc3ccccc3)=C2C#N)cc1 (stereo unspecified) | -3% | 0.2% | i | -7.0% | -0.9% | 2% | 10% | 4% | -1%
CCN(CC)c1ccc(/C=N/Nc2nc(C)cc(C)n2)cc1 | 20% | . | i | . | -0.8% | 4% | . | 16% | 7%
O=C(Nc1ccc2c(c1)OCO2)c1ccc2nc[nH]c2c1 | -9% | -0.4% | i | -3.8% | 0.5% | 26% | 0% | -5% | 0%
O=C(CCc1c[nH]c2ccccc12)Nc1ccc(S(=O)(=O)Nc2ncccn2)cc1 | -3% | 0.3% | i | -4.4% | 0.1% | -3% | 16% | 10% | 16%
C/C(=N\N=C(/N)SC1CC(=O)N(c2ccc(Cl)c(Cl)c2)C1=O)c1cccs1 (stereo unspecified) | 6% | -0.7% | i | -8.1% | 0.0% | -17% | 22% | 6% | -2%
O=C(N/N=C/c1ccccc1OCc1ccccc1Cl)c1cccnc1 | -3% | . | i | -2.9% | -0.7% | 0% | -1% | 3% | 0%
Cc1nn(Cc2cccc(C(N)=O)c2)c(C)c1Br | 4% | . | i | . | -0.5% | -6% | . | 2% | 13%
CC(C)OC(=O)CSc1nnc2c3ccccc3n(C)c2n1 | -3% | -0.5% | i | -3.6% | 0.6% | 12% | 14% | 7% | 11%
O=C(NC1CCCCCC1)C1CCCN1S(=O)(=O)c1cccc2cccnc12 (stereo unspecified) | 5% | -0.3% | i | -7.4% | -0.3% | -1% | 2% | 9% | 12%
Cc1ccc(C(=O)NCC(=O)Nc2ccccc2C(F)(F)F)cc1 | 4% | 2.0% | i | -1.2% | -0.3% | -3% | -2% | 4% | 1%
CC1(C)C2CCC1(C)C(OC(=O)C[n+]1ccccc1)C2 (stereo unspecified) | 16% | . | i | . | -0.1% | -9% | . | 4% | 12%
CCC(=O)N1N=C(c2cccs2)CC1c1ccco1 (stereo unspecified) | -1% | 0.7% | i | -3.4% | -0.4% | 8% | 2% | 7% | 4%
CCOc1nc(CC)nc(NC(=O)NS(=O)(=O)c2ccccc2Cl)n1 | -6% | -0.3% | i | -3.3% | -0.1% | 0% | 2% | 7% | 3%
CCOC(=O)c1ccc(NC(=O)N2CCN(C(=O)c3ccco3)CC2)cc1 | 8% | 2.4% | i | -7.3% | -0.2% | -4% | 3% | 13% | -1%

Other structures follow.
canonical_smiles | M17LAP inhibition | CSM14.1 death rescue | Yfh1-depleted yeast | XIAP antagonists | West Nile virus CPE | Salmonella PhoP GFP | PMI inhibition | M1AAP inhibition | SIAH1 antagonists
O=C(COC(=O)c1ccccn1)Nc1cccc(Cl)c1Cl | 20% | 1.0% | . | -6.4% | . | 6% | -1% | -8% | -2%
CCCNc1c(N)c(=O)oc2ccccc12 | -1% | 1.2% | i | -2.6% | -0.4% | 1% | 0% | 13% | 0%
O=C1CSC(c2cccnc2)N1Cc1ccc(Cl)cc1Cl (stereo unspecified) | 2% | . | i | . | -0.2% | -8% | . | -2% | 10%
COC(=O)C1=C(CSc2nc3c(cc2C#N)CN(C)CC3)OC(N)=C(C#N)C1c1ccccc1F (stereo unspecified) | -4% | -1.1% | i | -6.2% | -0.1% | -6% | 29% | 10% | 67%
Cc1c(Cl)cccc1NC(=S)NNc1ncc(C(F)(F)F)cc1Cl | 6% | -1.2% | i | -2.9% | . | -8% | -13% | -14% | -2%

Screening results as filed in PubChem.
